Source: PubChem BioAssay
EPAC2 antag: blocks human EPAC2 exchange factor; Q8WZA2; EPAC2 GEF exchange of Rap1B-BODIPY-GDP, fluorescence; Potency, µM (series often up to 114 µM), for the others: top-dose activity, negative = inhibition, most hits filed as inhibitors; 360,000 tested, 0.18% active; AID 720708; note: % is set by controls: 0 for no effect and ±100 for the full control effect; nearly all actives have a fitted effect of over 45% in size; many of its hits are not listed in these tables
Target sequence (Q8WZA2 whole entry, looked up): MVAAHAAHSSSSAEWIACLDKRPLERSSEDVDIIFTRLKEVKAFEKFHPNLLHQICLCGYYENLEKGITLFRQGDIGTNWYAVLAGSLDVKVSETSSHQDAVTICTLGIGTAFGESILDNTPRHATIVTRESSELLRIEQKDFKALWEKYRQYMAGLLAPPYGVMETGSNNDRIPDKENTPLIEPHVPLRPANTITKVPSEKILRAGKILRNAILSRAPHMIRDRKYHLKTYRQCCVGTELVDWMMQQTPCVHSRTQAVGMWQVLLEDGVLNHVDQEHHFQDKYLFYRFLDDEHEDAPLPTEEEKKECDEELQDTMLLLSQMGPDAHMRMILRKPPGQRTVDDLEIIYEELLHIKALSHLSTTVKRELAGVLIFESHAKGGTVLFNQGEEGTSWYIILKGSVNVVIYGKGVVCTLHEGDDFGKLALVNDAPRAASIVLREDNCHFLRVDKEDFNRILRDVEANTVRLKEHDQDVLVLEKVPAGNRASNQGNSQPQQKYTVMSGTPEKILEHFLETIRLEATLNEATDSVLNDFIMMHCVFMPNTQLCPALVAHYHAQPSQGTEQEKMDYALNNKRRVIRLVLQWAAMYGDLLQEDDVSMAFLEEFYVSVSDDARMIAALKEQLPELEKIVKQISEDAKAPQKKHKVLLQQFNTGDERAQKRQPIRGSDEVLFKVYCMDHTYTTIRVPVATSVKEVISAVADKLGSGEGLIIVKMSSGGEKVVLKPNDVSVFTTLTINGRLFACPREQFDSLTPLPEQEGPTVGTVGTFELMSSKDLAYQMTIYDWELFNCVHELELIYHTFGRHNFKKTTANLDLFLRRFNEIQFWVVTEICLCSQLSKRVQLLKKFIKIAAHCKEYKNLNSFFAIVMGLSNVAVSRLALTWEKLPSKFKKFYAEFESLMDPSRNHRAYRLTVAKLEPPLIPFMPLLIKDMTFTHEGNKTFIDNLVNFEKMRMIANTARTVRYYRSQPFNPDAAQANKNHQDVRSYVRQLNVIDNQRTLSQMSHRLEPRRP
Nrf2 ARE act: activates Nrf2 signaling; AREc32 ARE-luciferase reporter (MCF7-derived line), luminescence, 24 h; Potency, µM (highest dose often 46.1 µM), without a hit: top-dose activation, actives largely listed as activators; 410,000 tested, 0.31% active; note: % of control where 0% means no effect; nearly all actives have a fitted effect of over 65% in size
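AREc32_Fluc, 1000 cells/well, OPTI-MEM + 5% FBS, o/n 37 deg C 5% CO2; 23 nL cpd by pin tool, 24 hr; Steady-Glo 30 min RT, luminescence.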
Nrf2 inh: blocks Nrf2 signaling. A549 ARE-Fluc reporter, luciferase luminescence, 18-24 h. 360,000 tested, 2.1% active. Potency, µM (highest dose often 46 µM), for the others: at the top dose activity change, negative = inhibition, hits mostly inhibitors. AID 504444; note: % is set by controls: 0 for no effect and ±100 for the full control effect; nearly all actives have a fitted effect of over 60% in size
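Reporter: ARE-Fluc in A549. Exposure: 18-24 h, 37 °C, 5% CO2, 5% FBS OPTI-MEM. Readouts: fluorescent cytotoxicity (CellTiter-Fluor), then luminescent Nrf2 signal after BugLite.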
S2 tox: reduces viability in counter-screen for ATXN expression inhibitors. S2 cells (HEK-293 line with an ATXN2-luciferase reporter) viability, CellTiter-Fluor protease fluorescence, 24 h. Potency, µM (series often up to 56.7 µM), actives largely listed as cytotoxic. 400,000 tested, 0.49% active. AID 651635; note: nearly all actives have a fitted effect of over 40% in size
A549 viability: A549 cytotoxicity, counter-screen for Nrf2 inhibitors; 390,000 tested, 0.16% active; AID 504648; A549 ARE-Fluc cells, CellTiter-Fluor viability, 18-24 h; Potency, µM (doses to about 46 µM), inactives show at the top dose activity change, negative = cytotoxicity, most hits filed as inhibitors; note: % is set by controls: 0 for no effect and ±100 for the full control effect
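A549 ARE-Fluc cells in 5% FBS OPTI-MEM, 5000 cells/well, rested 2 h then exposed to compounds in concentration-response for 18-24 h at 37 °C. Viability by CellTiter-Fluor fluorescence (Ex 405/Em 525) after 30 min; luciferase luminescence (BugLite, 15 min, RT) read afterwards.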
ATXN2 expr inh: inhibitors of ATXN2 expression. HEK-293 ATXN2-luciferase reporter, luminescence, 24 h. Potency, µM (series often up to 57 µM), inactives show at the highest dose activity change, negative = inhibition, actives largely listed as inhibitors. 360,000 tested, 0.72% active; note: % is set by controls: 0 for no effect and ±100 for the full control effect; nearly all actives have a fitted effect of over 55% in size
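ATXN2-luciferase reporter cells (luciferase flanked by upstream and downstream ATXN2 gene portions) were treated 24 h at 37 °C with compounds at up to 57 uM. SteadyGlo luminescence gave expression; GF-AFC fluorescence gave viability.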
MCF10A rerep: inducers of DNA re-replication in MCF 10A breast cells; MCF 10A DNA re-replication, Hoechst nuclear intensity, 48 h; Potency, µM (titrated, usually from 46.1 µM), inactives show at the top dose activity, positive = re-replication, actives largely listed as activators; 350,000 tested, 2.9% active; note: % of control where 0% means no effect; nearly all actives have a fitted effect of over 50% in size
TGFb SMAD3 inh: blocks TGF-b signaling; HepG2 CAGA-GFP TGF-b/SMAD3 reporter, GFP fluorescence, 18 h; TGF-beta stimulated, 500 pg/mL final; Potency, µM (doses to about 46.1 µM), for the others: at the highest dose activity, negative = inhibition, usual class: inhibitors; 410,000 tested, 1.2% active; AID 588855; note: % is set by controls: 0 for no effect and ±100 for the full control effect; nearly all actives have a fitted effect of over 65% in size
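Read-out: total well GFP (ex488/em500-530) summed from mean per-cell fluorescence. Cells: HEPG2 CAGA-GFP, 1% FBS DMEM, 18 h at 37 degrees C with 500 pg/mL final TGF-beta. Unstimulated wells served as the full-inhibition control; stimulated DMSO wells = 0%.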
HepG2 viability: HepG2 cytotoxicity, counter-screen for TGF-b inhibitors; AID 588856; 410,000 tested, 0.76% active; Potency, µM (highest dose often 46.1 µM), for the others: top-dose activity change, negative = cytotoxicity, hits mostly cytotoxic; HepG2 CAGA-GFP viability, ATP luminescence, 18 h; note: some results filed as inactive show a strong effect at the top dose
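HepG2 CAGA-GFP cells (1000/well, DMEM with 1% FBS) received compound, then TGF-beta at 500 pg/mL final, and were incubated 18 hours at 37 degrees C. Viability was read by CellTiter-Glo luminescence. Media-only wells were set as complete cell-killing and DMSO as no toxicity.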
Numbers without * were called inactive; i = inactive; ? = inconclusive; nt = no result given; & = joins results of further samples; [ ] = dose if it differs, or a comment. Calls come from the whole dose curve; as a rule, active = well fitted curve in the direction sought with a large enough effect; inconclusive = small, poorly fitted or top-dose-only effect, or another doubt; inactive = no such curve, though single readings can be large; an effect the other way counts as inactive or inconclusive. Potency is the fitted concentration of half-maximal effect. A portion of the library. The share of hits here may be higher or lower than overall.

SMILES	EPAC2 antag	Nrf2 ARE act	Nrf2 inh	S2 tox	A549 viability	ATXN2 expr inh	MCF10A rerep	TGFb SMAD3 inh	HepG2 viability
Cc1cc(NCc2ccco2)nc2cc(O)ccc12	21%	?	6%	i	-7%	-5%	2%	0%	-4%
Cc1ccc(N(C(=O)c2csnn2)C(C(=O)NC2CCCCC2)c2ccccn2)cc1 (configuration not stated)	1%	-0.7%	3%	i	0%	-11%	-2%	19%	-2%
CCN(CC)C(=O)c1ccc(/C=C/c2c[nH]c3ccccc23)[n+](C)c1	37%[activator]	-0.1%	10%	?	?	0%	102%	45%[activator]	6%
CC(C(=O)Nc1ccccc1C(F)(F)F)N1CCN(C)CC1 (configuration not stated)	7%	-1.1%	6%	i	-2%	nt	0%	2%	1%
O[C@@H]1CN(Cc2cccs2)[C@@H](c2ccc(Cl)cc2)C[C@H]1n1cc(C2CC2)nn1	-6%	0.2%	nt	?	nt	-15%	nt	-6%	-8%
NC(=O)C1CCN(c2ccc([N+](=O)[O-])cc2Cl)CC1	-3%	-0.5%	-22%	i	-5%	18%	-28%	-2%	-1%
CN(C)CCCN(Cc1cc2cc3c(cc2[nH]c1=O)OCCO3)C(=O)NC1CCCCC1	-3%	1.4%	2%	i	9%	-4%	3%	2%	-11%
COc1ccc(-n2c(SCC(=O)Nc3cc(C)on3)nc3c(c2=O)SC(C)C3)cc1 (configuration not stated)	9%	0.0%	nt	i	nt	nt	nt	-3%	-12%
CCOC(=O)C1=C(CN2CCN(c3ccccc3OC)CC2)NC(=O)NC1c1ccccc1 (configuration not stated)	nt	3.5%	?	?	-10%	-21%	nt	-34%	-29%
COc1ccc(CC(=O)N/N=C/c2cccn2-c2ccc([N+](=O)[O-])cc2)cc1OC	-1%	7.3%	?	i	-2%	-31%	1%	-3%	-7%
Cc1cc(F)ccc1NC(=O)C(C(C)C)N1Cc2ccccc2C1=O (configuration not stated)	nt	-0.5%	30%	nt	13%	nt	nt	?	-4%
O=C1c2ccccc2C(c2nnnn2-c2ccc3c(c2)OCCO3)N1Cc1ccc(F)cc1 (configuration not stated)	2%	-1.6%	nt	i	nt	5%	nt	nt	nt
CCOC(=O)N1CCC(N2Cc3cccc(C(=O)Nc4cccc(F)c4)c3C2=O)CC1	5%	0.1%	-3%	i	-3%	-23%[11.3 µM]	2%	-4%	7%
NC(=O)NC(=O)COC(=O)CCSc1ccccc1	-2%	0.0%	3%	i	3%	-14%	-3%	3%	-3%
CCN1CCN(C(=O)/C=C/c2ccc(F)cc2)CC1	3%	0.2%	3%	?	0%	1%	?	-13%	-22%
CCN(C[C@H]1N[C@@](Cc2ccccc2)(C(=O)OC)[C@H]2C(=O)N(Cc3ccccc3)C(=O)[C@@H]12)C(=O)COc1ccccc1	-19%	1.2%	?	?	-16%	-25%	-4%	?	-15%
O=C(NC1CCCCCCC1)c1ccccc1-c1ccccc1	1%	-0.4%	1%	i	-1%	-10%	13%	2%	-8%
CC(NS(=O)(=O)c1ccc(OCC(=O)N2CCOCC2)c(Cl)c1)c1ccccc1 (configuration not stated)	14%	0.0%	nt	i	13%	-8%	-3%	0%	10%
Cc1cc(C)n(-c2nc(NCC3CCCO3)c3c4c(sc3n2)COC(C)(C)C4)n1 (configuration not stated)	-3%	0.3%	-4%	i	-3%	-9%	?	-3%	-63%
COc1ccc(OC)c(-c2noc(N3CCN(c4ccc(Cl)cc4)CC3)n2)c1	nt	0.6%	-24%	i	-16%	-14%	nt	-25%	-6%
COC(=O)CCC(=O)Nc1cc(S(=O)(=O)Nc2ccc(Cl)cc2)ccc1N1CCOCC1	-6%	2.4%[9.22 µM]	1%	i	12%	-8%	1%	?	-14%
CCN1C(=NCCc2cccnc2)N[C@@H](c2ccccc2)C(C(=O)OC)=C1C	13%	-0.2%	-1%	i	2%	-11%	?	-7%	-16%
CC(=O)OC[C@H]1O[C@@H](n2ncc(=O)[nH]c2=O)[C@H](OC(C)=O)[C@@H]1OC(C)=O	-16%	-0.7%	?	i	-12%	-8%&-26%	-12%&11%	5%	2%
O=C(NC1CCCCC1)C1CCCN1C(=O)NCc1ccccc1 (configuration not stated)	0%	-0.8%	8%	i	-3%	5%	-1%	-4%	-2%
COc1ccc(N2CCN(C(=O)CCNC(=O)c3ccccc3)CC2)cc1	-4%	3.1%	7%	i	11%	nt	-2%	0%	1%

5 compounds already listed, arranged by molar mass, smallest number first:
SMILES	EPAC2 antag	Nrf2 ARE act	Nrf2 inh	S2 tox	A549 viability	ATXN2 expr inh	MCF10A rerep	TGFb SMAD3 inh	HepG2 viability
O=C(NC1CCCCCCC1)c1ccccc1-c1ccccc1	1%	-0.4%	1%	i	-1%	-10%	13%	2%	-8%
CC(=O)OC[C@H]1O[C@@H](n2ncc(=O)[nH]c2=O)[C@H](OC(C)=O)[C@@H]1OC(C)=O	-16%	-0.7%	?	i	-12%	-8%&-26%	-12%&11%	5%	2%
Cc1cc(C)n(-c2nc(NCC3CCCO3)c3c4c(sc3n2)COC(C)(C)C4)n1 (configuration not stated)	-3%	0.3%	-4%	i	-3%	-9%	?	-3%	-63%
O=C1c2ccccc2C(c2nnnn2-c2ccc3c(c2)OCCO3)N1Cc1ccc(F)cc1 (configuration not stated)	2%	-1.6%	nt	i	nt	5%	nt	nt	nt
COc1ccc(-n2c(SCC(=O)Nc3cc(C)on3)nc3c(c2=O)SC(C)C3)cc1 (configuration not stated)	9%	0.0%	nt	i	nt	nt	nt	-3%	-12%

New compounds follow.
SMILES	EPAC2 antag	Nrf2 ARE act	Nrf2 inh	S2 tox	A549 viability	ATXN2 expr inh	MCF10A rerep	TGFb SMAD3 inh	HepG2 viability
O=C1c2ccccc2C(O)N1c1ccccc1 (configuration not stated)	-3%	2.0%	7%	i	2%	10%	?	2%	-10%
CCc1ccc(-n2cccc2/C=C2/C(=N)N3C(=NC2=O)SN=C3S(C)(=O)=O)cc1	-27%	-1.1%	-16%	i	-16%	nt	?	?	-14%
C[C@H](CO)N1C[C@H](C)[C@@H](CN(C)S(=O)(=O)c2ccccc2)Oc2ccc(NC(=O)Nc3ccc4c(c3)OCO4)cc2C1=O	-17%	4.0%	18%	i	0%	-5%	?	?	4%
C=CC[C@H](CC(=O)N[C@H](CO)Cc1ccccc1)C(=O)N[C@H](COC(=O)[C@@H](CC=C)CC(=O)OC(C)(C)C)Cc1c[nH]c2ccccc12	4%	5.8%	-2%	?	?	-32%	12%	-29%	-28%
CC(=NNC(N)=O)C1CC2CCC1CC2 (configuration not stated)	-17%	0.3%	nt	i	nt	nt	nt	1%	-7%
Cc1ccc(NC(=O)N2C(=O)C3(OCCO3)c3ccccc32)cc1	10%	0.3%	nt	i	-1%	72%[activator]	3%	-15%	2%
O=C(O)COc1ccc(=O)n(-c2ccccc2)n1	16%	0.0%	11%	i	0%	-2%	-4%	1%	10%
Cc1ccc(CN2c3ccccc3-c3nc(SCC(=O)NCc4ccccc4)ncc3S2(=O)=O)cc1	nt	-0.1%	35%	i	10%	8%	nt	12%	-2%
NC(=O)c1cc([N+](=O)[O-])ccc1NCc1ccc(F)cc1	3%	7.3%	8%	?	-7%	3%	-19%	-6%	2%
Cc1ccc(S(=O)(=O)N2C[C@H]3C(=O)C[C@@H](c4ccccc4)N(S(=O)(=O)c4ccc(Br)cc4)[C@H]3C[C@H]2c2ccccc2)cc1	4%	-0.6%	nt	i	nt	6%	nt	-13%	-10%
O=S(=O)(c1ccc(Br)cc1)c1nc(-c2ccccc2)oc1N1CCOCC1	-8%	-0.5%	-14%	i	-4%	-1%	5%	0%	-56%
Cc1ccc(CSc2nc3ccc(NC(=O)COc4ccccc4)cc3s2)cc1	nt	-0.4%	-8%	?	-6%	2%	nt	-1%	3%
CCN(CC)CCn1c(=N)n(CCOc2ccccc2Cl)c2ccccc21	nt	7.8%	1%	nt	?	nt	nt	?	-98%
CN(C)c1ccc(C=NCC2COc3ccccc3O2)cc1 (configuration not stated)	-17%	-0.1%	1%	i	-3%	13%	-32%	5%	1%
COc1ccc(CNc2cccc3[nH]c(C(F)(F)F)nc23)cc1OC	-4%	1.7%	?	nt	-10%	nt	2%	5.6µM*	-31%
COc1ccc(NC(=O)C(CC(C)C)NC(=O)C2CCCCC2)c(OC)c1 (configuration not stated)	11%	0.3%&0.1%	-6%	?	1%&-12%	-6%&3%	3%	1%&-10%	3%&6%
CCOC(=O)N1CCN(C(=O)C2CCCN(S(=O)(=O)c3ccc(C)cc3)C2)CC1 (configuration not stated)	4%	-0.8%	?	i	-9%	-6%	-4%	7%	-15%
Cc1cccc2sc(N(CCCN3CCOCC3)C(=O)CS(=O)(=O)c3ccc(F)cc3)nc12	-6%	2.6%	4%	i	-3%	0%	1%	2%	3%
CC(C)(C)C1CCC(C(=O)OCC(=O)Nc2ccc3[nH]c(=O)[nH]c3c2)CC1 (configuration not stated)	-21%	1.9%	-5%	i	4%	?	1%	0%	-13%
COc1ccccc1NC(=O)Nc1ccc(Cl)c(S(=O)(=O)Nc2ccccc2OC)c1	-8%	-0.8%	?	i	-7%	-24%	-2%	-3%	-11%
CC1=NN(c2ccccc2)C(=O)C1(C)[N+](=O)[O-] (configuration not stated)	-1%	0.1%	17%	i	10%	-13%	-35%[inhibitor]	?	-29%
O=C(NCCSc1ncc(-c2ccccc2)[nH]1)c1ccco1	-8%	4.0%	11%	i	1%	6%	4%	7%	-38%
COc1ccc(S(=O)(=O)N2CCN(C(=O)COc3ccc(C)c(C)c3)CC2)cc1OC	-2%	-0.2%	-19%	i	-6%	-6%	9%	-24%	-7%
Cn1nc(CC(=O)NCc2ccc(C(F)(F)F)cc2)c2ccccc2c1=O	-2%	0.3%	?	i	-7%	-14%	?	2%	-1%
CCCCCCCCCC(=O)N[C@@H]1c2cc(OC)c(OC)cc2C[C@H]1O	-9%	3.4%	-1%	i	1%	-20%	53%	-9%	-12%
COc1ccc(CNC(=O)CN2C(=O)COc3ccccc32)c(OC)c1	nt	-0.2%	nt	nt	-2%	nt	nt	3%	-2%
CCc1ccc(C2C(C(=O)Nc3ccccc3)=C(C)Nc3c(C(=O)Nc4ccc(C)cc4)cnn32)cc1 (configuration not stated)	nt	0.1%	-7%	nt	2%	nt	nt	-30%	-20%
